GPR55 LPI antagonism: GPR55 antagonists blocking LPI-driven arrestin recruitment, primary screen, imaging, U2OS, beta-arrestin-GFP, LPI agonist (AID 2013). inhibition, % at 10 µM, or IC50 in µM where a hit was titrated. U2OS GPR55 beta-arrestin-GFP translocation imaging, LPI antagonism; higher % means a stronger effect. 0.13% of 290,000 active. G-protein coupled receptor 55 (Homo sapiens);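 active = spots per cell inhibited over 60%, with over 100 cells counted and total cytoplasm intensity under 500,000; inconclusive = wells with under 100 cells, flagged as likely toxic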;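 note: U2OS cells stably carrying GPR55 and arrestin-GFP stimulated by 5 µM LPI near EC80; imaged beta-arrestin-GFP aggregate spots per cell after agonist stimulation; plate controls were LPI-stimulated DMSO wells for no effect and DMSO wells without LPI for full effect; some results filed as inactive read as strong as hits; confirmed hits need IC50 under 10 µM and bright autofluorescent wells are also inconclusive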
West Nile virus CPE: West Nile virus antiviral activity, cell-based, CPE readout (AID 1621) | West Nile virus-infected cells, CPE inhibition; higher % means a stronger effect | CPE inhibition, % at 10 µM; hits with a dose series show IC50 in µM | 0.02% of 290,000 active; in the data active = a potency from the dose series; inconclusive = CPE inhibition mostly from about 3.7% at the one dose, without a potency; inactive = the rest, 99 in 100 with CPE inhibition below about 2.2%; note: strong numbers were not always called active
KOR beta-arrestin-1: KOR agonists, beta-arrestin recruitment, primary screen, cell-based, luminescence, uHTS (AID 1777); Kappa-type opioid receptor (Homo sapiens); KOR beta-arrestin recruitment, luminescence; higher % means a stronger effect; one-dose activation, % at 10 µM; EC50 in µM for titrated hits; 0.02% of 280,000 active; in the data active = activation above about 50%, passing the limit was not always enough; note: a part of the inactive calls stands beside numbers as strong as those of hits
PhoP inhibition: inhibitors of PhoP regulon expression, primary screen, Salmonella Typhimurium, GFP reporter (AID 1863); S. Typhimurium PhoP-regulated promoter GFP reporter, 4 h; higher % means a stronger effect; inhibition, % at 50 µM, or IC50 in µM where a hit was titrated; 0.16% of 300,000 active;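 active = inhibition over 29.93%, a cutoff 3 SD above the screen mean, later confirmed by dose response; inconclusive = inhibition over 29.93% but no dose response follow-up; inactive = inhibition at most 29.93% or unconfirmed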;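 note: 0% = low Mg2+ inducing control and 100% = high Mg2+ repressing control; strong numbers were not always called active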
GPR35 antagonists: GPR35 antagonists blocking zaprinast-driven arrestin recruitment, primary screen, imaging, U2OS, beta-arrestin-GFP, zaprinast agonist (AID 2058); U2OS GPR35 beta-arrestin-GFP translocation imaging, zaprinast antagonism; higher % means a stronger effect; one-dose inhibition, % at 10 µM; IC50 in µM for titrated hits; 0.052% of 290,000 active;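 active = inhibition of at least 50% with at least 30 cells and total cytoplasm GFP at most 10,000,000; inconclusive = under 30 cells or total GFP of 10,000,000 plus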
GPR55 beta-arrestin: GPR55 agonists via beta-arrestin recruitment, primary screen, imaging, U2OS cells, beta-arrestin-GFP redistribution (AID 1961); G-protein coupled receptor 55 (Homo sapiens); U2OS GPR55 beta-arrestin-GFP redistribution imaging; higher % means a stronger effect; activation, % at 10 µM, or EC50 in µM where a hit was titrated; 0.048% of 290,000 active;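 active = activation above 40% with more than 50 cells counted in the well; inconclusive = wells holding fewer than 50 cells, flagged as toxic or sparse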;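 note: U2OS osteosarcoma cells stably expressing GPR55 and beta-arrestin-GFP; plate controls were DMSO negative control for no effect and LPI positive control for full effect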
NTR1 agonist: agonists of NTR1, primary screen, imaging, U2OS cells, beta-arrestin-GFP, high content (AID 493036) | NTR1-U2OS beta-arrestin-GFP spot imaging, agonist mode | 0.17% of 330,000 active | activation, % at 20 µM | Neurotensin receptor type 1 (Homo sapiens), P30989;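 active = activation at or above 40% of the spot to cytoplasm intensity ratio, with at least 20 cells analyzed; inconclusive = wells under 20 cells, flagged as cytotoxic or low count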;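 note: 0% = DMSO without peptide and 100% = 100 nM NTR1 peptide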
Target sequence (P30989 whole entry, looked up): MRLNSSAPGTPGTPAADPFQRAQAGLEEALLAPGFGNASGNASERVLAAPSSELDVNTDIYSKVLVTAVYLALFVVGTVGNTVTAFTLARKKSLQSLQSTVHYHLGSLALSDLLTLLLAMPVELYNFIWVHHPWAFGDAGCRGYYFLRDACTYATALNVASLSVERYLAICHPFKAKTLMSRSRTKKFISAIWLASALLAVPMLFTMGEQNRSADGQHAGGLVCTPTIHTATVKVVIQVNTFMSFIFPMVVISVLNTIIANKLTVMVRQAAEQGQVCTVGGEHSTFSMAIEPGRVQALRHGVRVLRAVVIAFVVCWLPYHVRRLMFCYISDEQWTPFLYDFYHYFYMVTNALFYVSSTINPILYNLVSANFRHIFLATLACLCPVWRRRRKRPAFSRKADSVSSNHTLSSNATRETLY
KOR beta-arrestin-2: KOR antagonists, beta-arrestin recruitment, cell-based, luminescence, uHTS (AID 1778); Kappa-type opioid receptor (Homo sapiens); KOR beta-arrestin recruitment, luminescence, antagonist mode; higher % means a stronger effect; 0.091% of 290,000 active; inhibition, % at 10 µM, or IC50 in µM where a hit was titrated; in the data active = inhibition above about 50%; note: strong numbers were not always called active
T cell modulator: modulators of CD8 T cell-vesicle binding, primary screen, mouse 2C CD8+ T cells, flow cytometry; calls only at 7 µM; 2C CD8+ T cell-vesicle binding; stronger effect = lower value; 0.068% of 330,000 active;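 active = response, share of CD8 T cells binding vesicles, and their 90th percentile fluorescence all below set limits, cut at about 80% in these data, passing the limit was not always enough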
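material = purified 2C TCR transgenic mouse naive CD8+ T cells | controls = Unloaded micro-vesicles (low), QL9 vesicles with 0.7% DMSO (high) | detection = cytometric PE anti-B7-1 and Alexa647 anti-CD8 signals after 1% paraformaldehyde fixation | incubation = binding step 1.5 h, 37 °C, antibody labelling 20 min, ice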
T cell modulator vesicle-bound %: second read-out of T cell modulator, no call of its own (marks repeat the call); double positive events, %; measured here: CD8+ vesicle-bound cell fraction;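 binding gate set so that unloaded-vesicle control wells show 10% double positive cells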
NTR1 agonist cell count 20 µM: recorded beside NTR1 agonist, whose call it bears; cell count; measured here: cell count, cytotoxicity flag
Starred values were filed as active, the others as inactive; i = inactive; ? = inconclusive; · = no result given; [ ] = remark or other dose. This is a random part of the collection. About 0.62% of those tested had a hit in this group.

SMILES	GPR55 LPI antagonism	West Nile virus CPE	KOR beta-arrestin-1	PhoP inhibition	GPR35 antagonists	GPR55 beta-arrestin	NTR1 agonist	NTR1 agonist cell count 20 µM	KOR beta-arrestin-2	T cell modulator	T cell modulator vesicle-bound %
CCC(C)n1c(-c2ccco2)nc2nc3ccccc3nc21 (stereo unspecified)	11%	·	5.0%	-5%	-1%	-0.1%	-1.8	68	9%	i	34
CCCc1cc(=O)n2[nH]c(C)nc2n1	0%	0.1%	2.0%	-11%	6%	-0.1%	-0.1	70	-32%	i	24
Cc1ccccc1C(=O)O/N=C1\CCS(=O)(=O)c2sccc21	-3%	0.1%	-3.6%	-2%	2%	0.6%	1.2	41	-21%	i	57
Cc1ccc2c(c1)C(=O)C(=O)N2CC(=O)OC(C)C	6%	0.3%	-1.8%	5%	14%	2.4%	1.0	46	16%	i	46
CCCCNC(=S)Nc1cc([N+](=O)[O-])ccc1C	7%	-0.4%	3.9%	4%	-7%	-0.4%	1.8	53	25%	i	27
Cc1c(C(=O)NCc2ccc3c(c2)OCO3)oc2ccc(S(=O)(=O)N3CCCC3)cc12	3%	-0.1%	1.2%	-4%	6%	-0.1%	-0.4	81	-8%	i	49
O=C(c1cc(COc2ccc3ncccc3c2)on1)N1CCCCCC1	-11%	-2.0%	-6.1%	-2%	8%	-0.1%	0.9	57	-55%[20 µM]	i	40
CC(NC(=O)c1ccc(F)cc1)c1ccccc1 (stereo unspecified)	-4%	0.1%	1.1%	6%	11%	-0.1%	0.9	48	-44%	i	60
COc1cc(NC(=O)c2ccc(OC)c([N+](=O)[O-])c2)ccc1NC(=O)c1cccs1	8%	-0.1%	6.2%	-14%	·	0.2%	2.9	45	-36%	i	47
CNc1nc(NCc2ccccc2)c2ccccc2n1	5%	-2.1%	1.4%	136µM*	6%	1.4%	3.3	56	-103%[20 µM]	i	51
CCC(=O)Oc1ccc(C(=O)Nc2cccc(C(=O)NC(C)(C)C)c2)cc1	12%	-0.1%	-0.4%	-2%	-7%	-0.3%	-0.3	87	6%	i	62
O=C1CC(N2CCC(O)(c3ccc(Cl)cc3)CC2)C(=O)N1 (stereo unspecified)	9%	0.4%	0.8%	-5%	-22%	-0.1%	0.7	54	2%	i	39
COc1ccccc1OCC(=O)NNC(=S)NC(=O)c1ccco1	5%	0.6%	4.1%	-8%	-19%	-0.1%	1.4	67	-42%	i	31
O=C(CC1NCCNC1=O)Nc1ccc(Oc2ccccc2)cc1 (stereo unspecified)	-5%	-0.5%	-3.8%	-6%	9%	0.2%	1.3	47	7%	i	8
COC(=O)CN1C(=O)COc2ccc(S(=O)(=O)NCc3ccc(Cl)cc3)cc21	9%	-0.5%	4.1%	-5%	0%	-0.2%	0.2	51	-17%	i	16
COc1cccc(NC(=O)C(Cc2ccccc2)n2cccc2)c1 (stereo unspecified)	14%	-0.5%	-6.3%	-4%	-14%	0.3%	2.4	53	37%	i	20
O=C(Oc1ccc(Nc2ncnc3ccccc23)cc1)c1cccnc1	2%	-0.1%	-1.9%	10%	-4%	-0.1%	·	·	10%	·	·
COc1ccccc1NC(=O)c1cc(-c2cc(OC)c(OC)c(OC)c2)nc2ccccc12	8%	0.9%	-0.7%	6%	15%	-0.2%	3.0	46	-53%	i	35
COc1cc(N)c(Cl)cc1NC(=O)c1ccccc1	4%	0.8%	6.7%	1%	-11%	1.1%	-0.3	82	13%	i	43
COCCn1c(Cc2ccccc2)nnc1SCC(=O)NC(C)(C)C	4%	0.4%	0.5%	-1%	1%	-0.1%	1.7	76	-10%	i	50
CCOC(=O)c1sc(NC(=O)COC(=O)c2ccco2)nc1C	1%	0.1%	-6.1%	-9%	3%	-0.1%	-1.3	37	14%	i	40
Cc1ccc(-n2c(SCc3ccc(C(=O)O)cc3)nnc2-c2ccncc2)cc1	-11%	0.9%	5.6%	-6%	-2%	-0.3%	-1.1	52	-7%	i	36
CCN1CCN(CCOc2ccccc2-c2ccccc2)CC1	9%	0.0%	-6.0%	3%	-4%	-0.1%	0.1	45	-52%[20 µM]	i	30
COC(=O)CN(C(=S)Nc1ccc(F)cc1)C1CC(=O)N(c2ccc(OC)cc2)C1=O (stereo unspecified)	-2%	0.0%	-4.1%	-4%	8%	-0.4%	1.2	72	44%	i	54
CCC1CCc2c(sc(NC(=O)CSc3nc(-c4ccco4)cc(C(F)(F)F)n3)c2C#N)C1 (stereo unspecified)	5%	-0.1%	-8.7%	0%	-2%	-0.1%	4.1	53	17%	i	35
COCCNC(=O)C(=O)N/N=C(\C)CC(=O)Nc1cccc(C(F)(F)F)c1	0%	0.0%	-2.3%	-4%	8%	-0.1%	-1.5	53	18%	i	35
Cc1ccc(N(C(C)C(=O)Nc2ccccc2C(=O)N2CCOCC2)S(C)(=O)=O)cc1C (stereo unspecified)	8%	0.0%	-1.1%	0%	0%	-0.2%	-0.6	49	0%	i	58
COc1ccccc1NC(=O)C1CCCN(S(=O)(=O)c2cccc3nsnc23)C1 (stereo unspecified)	0%	-0.2%	-1.5%	-3%	-13%	0.3%	-3.4	89	2%	i	34
CCOc1ccccc1CN1CCNC(=O)C1CC(=O)N(C)CCc1cnn(C)c1 (stereo unspecified)	6%	0.0%	-2.0%	3%	11%	-0.1%	-1.2	48	-3%	i	26
Cc1[nH]c2ccc(C(=O)Nc3ccncc3)cc2c1C	0%	-0.6%	4.3%	-5%	-12%	0.9%	0.4	98	-7%	i	8

(next part)
SMILES	GPR55 LPI antagonism	West Nile virus CPE	KOR beta-arrestin-1	PhoP inhibition	GPR35 antagonists	GPR55 beta-arrestin	NTR1 agonist	NTR1 agonist cell count 20 µM	KOR beta-arrestin-2	T cell modulator	T cell modulator vesicle-bound %
COc1ccc(-c2cc(=O)c3ccccc3[nH]2)cc1	8%	-1.0%	-1.7%	10%	-10%	0.6%	1.8	69	-24%	i	21
CCc1ccc(NC(=O)C2C3/C=C\CCCCC32)cc1 (stereo unspecified)	0%	0.0%	1.5%	1%	-15%	0.5%	0.9	61	-49%	i	34
Cc1ccc(C(=O)Cn2c(C(=O)/C=C/c3ccccc3)nc3ccccc32)cc1	-11%	1.4%	5.5%	-7%	-6%	0.0%	8.9	72	-43%	i	15
CCOC(=O)c1ccc(NC(=O)c2c(Cl)cc(C)nc2C)cc1	-2%	2.6%	4.3%	3%	8%	1.0%	0.8	53	0%	i	56
COc1ccccc1NC(=O)c1cnc2c(-c3ccccc3)c(C)nn2c1C	3%	-0.9%	1.6%	0%	-2%	0.2%	0.3	68	15%	i	42
Cc1cc(-n2c(C)cc(C(=O)CSc3nnnn3-c3ccc(Cl)cc3)c2C)no1	-2%	?	-2.7%	11%	12%	0.2%	2.9	44	-22%	i	9
O=C(c1cccnc1)N1CCN(c2ccccc2Cl)CC1	7%	0.1%	3.0%	1%	-14%	2.4%	-0.1	63	14%	i	27
Oc1ccc2c(c1)c1c3n2CCNC3CCC1 (stereo unspecified)	4%	0.4%	-2.5%	2%	0%	0.0%	0.5	40	25%	i	32
CCNC(=O)CC1C(=O)N(c2ccc(F)cc2)C(=O)N1CCc1ccc(OC)cc1 (stereo unspecified)	4%	-0.6%	5.8%	-11%	2%	-0.1%	2.0	73	-26%	i	32
O=C(OCCN(C1=NS(=O)(=O)c2ccccc21)c1ccc(Cl)cc1)c1ccco1	-4%	-0.2%	0.2%	-5%	-8%	0.2%	0.7	53	31%	i	29
O=C(NC12CC3CC(CC(C3)C1)C2)N1CCN(C2CCCCC2)CC1	5%	-1.0%	3.2%	6%	-10%	-0.6%	0.8	34	-1%	i	7
COc1ccc(/C(N)=N/OC(=O)CSc2ccc(C)cc2)cc1OC	-1%	-0.6%	-0.1%	-7%	6%	-0.1%	5.1	57	18%	i	41
O=CNC(Cc1ccccc1)C(=O)O (stereo unspecified)	7%	0.2%	-3.6%	-5%	-20%	0.3%	-1.4	67	-3%	i	42
O=C(N/N=C/c1ccc(N2CCOCC2)cc1)c1ccc(NS(=O)(=O)c2cccs2)cc1	7%	1.4%	-6.3%	-1%	15%	-0.3%	0.3	56	18%	i	21
CN1CCC(N(C)C(=O)CCc2nc3ccccc3c(=O)[nH]2)CC1	-4%	0.0%	2.9%	-11%	3%	-0.1%	-3.5	78	-22%	i	12
Cc1nn(-c2ccccn2)c2c1C(c1ccsc1)C1=C(CCCC1=O)N2 (stereo unspecified)	-3%	·	2.5%	-3%	1%	-0.1%	2.3	41	0%	i	31
O=C(CC1(C(F)(F)F)OCCO1)Nc1ccc2c(c1)OCO2	-3%	-0.5%	-2.7%	16%	-4%	-0.2%	-0.6	47	-22%	i	27
CCN(CC)CCNC(=O)c1ccc(NC(=O)Nc2cccc3ccccc23)cc1	-2%	0.4%	0.5%	4%	-9%	0.2%	-0.2	36	-24%	i	42
Cc1ccc(Cn2c(Sc3nccc(C)n3)nc3c2c(=O)[nH]c(=O)n3C)cc1	6%	0.4%	7.1%	-3%	7%	-0.6%	-1.7	79	-18%	i	16
Clc1ccccc1Cc1noc(CN2CCN(c3cnccn3)CC2)n1	6%	-0.9%	-0.6%	-5%	6%	0.0%	3.0	63	13%	i	22
C=C(C)c1cccc(C(C)(C)NC(=O)Nc2ccc(Cl)cn2)c1	4%	0.4%	5.3%	-4%	16%	0.0%	12	69	0%	i	44
CSc1nnc(-c2ccc(C(F)(F)F)cn2)o1	1%	-0.1%	4.4%	-11%	2%	1.7%	0.7	49	-2%	i	7
Cn1cnnc1SCC(=O)Nc1nc(-c2ccccc2)cs1	14%	0.2%	·	0%	7%	0.0%	1.5	87	2%[20 µM]	i	27
Cc1ccc(NC(=O)c2ccc3c(c2)CCN3S(C)(=O)=O)c(C)c1	7%	-1.7%	-5.0%	6%	1%	-0.1%	0.7	64	-7%[20 µM]	i	37
COc1cc(OC)c(NC(=O)c2c(-c3ccccc3)noc2C)cc1Cl	-3%	0.7%	3.0%	-1%	9%	0.2%	4.0	59	-23%	·	·

From PubChem
